MT stabilizer: microtubule stabilizers in HeLa cells, primary screen, imaging, high-content imaging; 0.83% of 200,000 active; HeLa tubulin immunostaining HCS, 24 h; share of cells brighter than vehicle mean+2SD; AID 2205, 2009; % tubulin-high responders, % at 10 µM;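 active = plate Z-score above 3 for both tubulin-high and condensed-nucleus cell shares, with cell loss under 80%, at 10 µM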;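 also: anti alpha tubulin signal scored within the nucleus-defined area of each cell; some results filed as inactive read as strong as hits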
Ins promoter up: insulin promoter activators in MIN6 cells, imaging, high-content screening, mouse beta cells | 0.3% of 190,000 active | z-score at 5 µM | MIN6 insulin promoter-GFP reporter; hits give high values;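 active = z-score above 3 at 5 µM with at least 500 cells counted in the well; inconclusive = wells under 500 cells, flagged as cytotoxic or low count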
Yfh1-depleted yeast: enhancers of respiration in Yfh1-depleted yeast, dose response, Friedreich's ataxia, plus single-dose screen (AID 1465) | 0.074% of 220,000 active | S. cerevisiae Yfh1-off respiration, WST-1 reduction, 72 h; higher fold induction means a stronger effect | one-dose fold induction at 50 µM; EC50 in µM for titrated hits;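 active = fold induction of absorbance versus untreated yeast above a set limit, then at least 30% activation at any dose in follow-up; inconclusive = repeats straddling the limit, or above it without dose testing; inactive = fold induction below the set limit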;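 also: activators that raise dye reduction in frataxin-depleted yeast; strong numbers were not always called active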
M17LAP inhibition: P. falciparum M17LAP inhibitors, primary screen, biochemical, fluorogenic H-Leu-NHMec substrate, 1536-well (AID 1619) | recombinant M17LAP, H-Leu-NHMec fluorogenic kinetic assay; higher % means a stronger effect | inhibition, % at 30 µM, or IC50 in µM where a hit was titrated | 0.38% of 220,000 active;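 active = compound inhibiting the enzyme by more than half at any dose during confirmatory dose-response retesting; inconclusive = strong single-dose inhibitors picked by rank but not retested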;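 also: plate controls were full reaction with DMSO carrier for no effect and no enzyme background for full effect; strong numbers were not always called active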
ER stress rescue: rescue of cells from ER stress-induced death, primary screen, 384-well, CSM14.1, thapsigargin, ATP luminescence (AID 1222) | CSM14.1 thapsigargin-induced death rescue, ATP luminescence; higher % means a stronger effect | cellular ATP content (survival), % at 20 µM, or EC50 in µM where a hit was titrated | 190,000 tested, under 10 active;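 active = EC50 below 50 µM in the dose-response confirmation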;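 also: death triggered by thapsigargin at about 15 µM added after 2 h compound pretreatment; cell ATP read after overnight thapsigargin exposure of roughly 18 to 22 hours; normalized against plate controls of thapsigargin alone and 5% DMSO vehicle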
Autophagy HCS: autophagy modulators in MEF cells, primary screen, imaging, high-content, MEF GFP-LC3; MEF GFP-LC3 puncta imaging; test concentration mostly 10 µM; calls only at 10 µM (by protocol); 0.98% of 190,000 active; AID 463193, 2010;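 active = percentage of spot-positive cells more than 3 SD above its plate mean, without a fluorescence outlier flag or 80% toxicity; inconclusive = no clear call, values can overlap the other calls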;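 also: spot-positive cell cutoff set from DMSO-treated cells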
Dynein cargo inh: inhibitors of GR-EGFP nuclear translocation, primary screen, dynein cargo transport inhibitor project, imaging, high-content, 3617.4 mouse cells | test concentration mostly 20 µM; stimulated with dexamethasone, 1 µM; hits give low values | z-score, hits read low | 0.47% of 220,000 active | AID 1381, 2008;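 active = plate z-score of nuclear minus cytoplasmic receptor signal below a set negative limit, without overly bright fluorescence or cell loss, cut at about -3.5 in these data, passing the limit was not always enough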;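 also: z-score of nuclear minus cytoplasmic ring GR-EGFP intensity difference per well; some compounds called inactive have numbers as strong as hits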
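Also added: dexamethasone, 1.0 µM final. Medium: tet-free, stripped-serum medium. Detection: fixed, Hoechst-stained cells imaged at 10x for EGFP. Read-out: nuclear-to-cytoplasmic GR-EGFP distribution per well. Times: induction 48 h, compound 1 h, agonist 30 min.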
P. falciparum M1AAP: P. falciparum M1AAP inhibitors, biochemical, fluorogenic H-Leu-NHMec substrate, 1536-well (AID 1445); Aminopeptidase N (Plasmodium falciparum (isolate 3D7)); recombinant M1AAP, H-Leu-NHMec fluorogenic kinetic assay; higher % means a stronger effect; one-dose inhibition, % at 30 µM; IC50 in µM for titrated hits; 0.42% of 220,000 active;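 active = primary inhibition above the hit cutoff, then over 50% inhibition at one or more dose response concentrations, cut at about 23% in these data, passing the limit was not always enough; inconclusive = conflicting primary data, or primary hits not chosen for dose response; inactive = low primary inhibition, or under 50% at every dose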;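 also: plate controls were DMSO full reaction for no effect and no enzyme background for full effect; strong numbers were not always called active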
Hep lipid drop: inhibitors of hepatocyte lipid droplet formation, primary screen, imaging, high-throughput imaging, BODIPY stain; AML12 mouse hepatocytes, oleate lipid droplets; inhibition, % at 6.5 µM; 0.4% of 240,000 active; AID 1656, 2009;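 active = lipid droplet intensity inhibited by at least 50%, with more than 500 cells counted; inconclusive = wells with under 300 cells, treated as cytotoxic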
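Material – AML12 mouse liver cells · Also added – oleate loading, 100 µM · Compound dosing – 6.5 µM single-point dosing · Times – overnight treatment with compound plus oleate · Measured by – fluorescence imaging, 20x objective, two fields per well · Read-out – percent inhibition of filter-corrected integrated lipid droplet intensity per well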
Dynein cargo inh cytoplasmic EGFP: recorded beside Dynein cargo inh, whose call it bears; z-score; measured here: cytoplasmic GR-EGFP intensity; hits give high values
Dynein cargo inh nuclear GR-EGFP: further read-out of Dynein cargo inh, marked with its call; z-score; measured here: nuclear GR-EGFP intensity;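 lower value marks the stronger effect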
Dynein cargo inh cell count: also measured in Dynein cargo inh; calls as there; z-score; measured here: cell count per field
Ins promoter up cell count: further read-out of Ins promoter up, marked with its call; cell count; measured here: cytotoxicity, nuclei count;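 total cells summed across four imaged fields per well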
Hep lipid drop cells 6.5 µM: second read-out of Hep lipid drop, no call of its own (marks repeat the call); cell count; measured here: cell count, cytotoxicity flag;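 cells counted across two imaged fields per well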
MT stabilizer Hoechst-high %: further read-out of MT stabilizer, marked with its call; % Hoechst-high responders; measured here: nuclear condensation Hoechst responders;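 share of cells brighter than vehicle mean plus two SD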
MT stabilizer cytotoxicity %: further read-out of MT stabilizer, marked with its call; toxicity, %; measured here: cytotoxicity by cell density;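 0% = mean cell density of plate MIN control wells and 100% = no cells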
Autophagy HCS cell loss 18 h: also measured in Autophagy HCS; calls as there; toxicity, %; measured here: cell loss, nuclei count;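 cell loss after 18 h compound exposure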
* marks the source's active call; other numbers are inactive results; i = inactive; ? = inconclusive; / = not tested or not shown; + = active, no number; & = joins results of further samples.

SMILES	MT stabilizer	MT stabilizer Hoechst-high %	MT stabilizer cytotoxicity %	Ins promoter up	Ins promoter up cell count	Yfh1-depleted yeast	M17LAP inhibition	ER stress rescue	Autophagy HCS	Autophagy HCS cell loss 18 h	Dynein cargo inh	Dynein cargo inh cytoplasmic EGFP	Dynein cargo inh nuclear GR-EGFP	Dynein cargo inh cell count	P. falciparum M1AAP	Hep lipid drop	Hep lipid drop cells 6.5 µM
O=c1[nH]c2ccccc2c(O)c1-c1cc2ccccc2oc1=O	2.4	1.4	6.2	0.61	1252	i	15.3%	1.7%	i	-7.5	-0.449	-0.368	-0.734	1.32	4.8%	2.3	629
Cc1ccc(NC(=O)CNCc2ccccn2)cc1S(=O)(=O)N(C)C	4.4	2.4	8.0	0.38	1177	i	-6.1%	0.5%	i	-3.3	3.41	-0.169	2.12	-3.05	-2.2%	-12.2	707
CC(C(=O)Nc1ccc(C#N)cc1)N(C)CC(=O)Nc1ccccc1Br (centres undefined)	2.6	1.6	2.0	-0.03	1337	i	1.5%	1.3%	i	-16.2	0.643	-0.209	0.338	0.348	1.9%	7.2	681
CSc1nnc(C)c(=O)n1COC(=O)COc1ccc(Cl)cc1Cl	3.1	3.2	1.3	-0.28	1327	i	18.3%	1.2%	i	18.7	-0.635	-0.132	-0.305	0.43	5.6%	9.3	791
CCOc1nc(-c2ccc(Cl)cc2)nc2ccccc12	4.0	1.9	7.2	0.17	1351	i	8.2%	4.3%	i	2.9	-0.0489	-0.266	-0.423	0.157	8.2%	5.2	576
Cn1cccc1-c1nc2ccc(NC(=O)c3ccc([N+](=O)[O-])cc3)cc2[nH]1	1.8	1.9	5.7	-0.92	874	i	1.1%	-0.6%	i	3.0	-0.518	-0.0285	-0.391	0.89	0.6%	2.8	791
CCCCCCCCCCCCCCCCn1cc[n+](C)c1	71.8*	6.1*	75.5*	?	/	i	5.7%&-2.9%	-2.8%	+	16.5*	0.878&2.54	-0.229&0.0799	0.327&0.72	0.308&-1.56	-4.2%&-1.7%	-27.6&-12.1	738&634
Cc1ccc(OCC(=O)NC(=S)Nc2ccc(Br)cn2)cc1C	3.7	2.3	8.8	0.09	1515	i	8.8%	1.7%	i	-10.0	0.0641	-0.336	0.696	0.354	5.5%	2.7	685
[N-]=[N+]=CC(=O)C(Cc1ccccc1)N1C(=O)c2ccccc2C1=O (centres undefined)	1.3	1.4	9.3	0.53	1264	i	-1.6%	-1.3%	i	-0.6	-0.32	-0.217	-0.363	0.96	-0.1%	/	/
Cc1cc(C)n2nc(S(=O)(=O)NC3CCCCC3)nc2n1	5.6	2.4	6.1	-0.92	1731	i	10.9%	/	/	/	-0.118	-0.115	0.27	-0.537	-0.3%	20.7	667
COC(=O)c1c(NC(=O)C(C)(C)C)csc1C	/	/	/	0.44	1405	i	2.4%	/	/	/	0.923	-0.24	0.339	-0.903	1.8%	-16.7	725
O=C(C[n+]1cc(-c2ccc(Br)cc2)n2c1CCCCC2)c1ccccc1	8.0	1.6	6.6	-0.74	749	i	5.5%	0.1%	i	4.5	-0.311	-0.245	0.0787	-0.306	-3.5%	29.2	720
Cc1ccc2cc(C)c(SCC#N)nc2c1	5.0	2.9	3.7	/	/	i	-6.4%	3.2%	i	7.6	-0.458	-0.238	0.00775	0.423	4.2%	/	/
CC1(C)CC(N=c2cc(-c3ccccc3)oc3ccc(Cl)cc23)CC(C)(C)N1	71.1	24.1	90.2	?	/	i	45.5%	-2.9%	+	54.3*	-3.52*	0.896*	-1.89*	2.53*	12.1%	-2.6	598
O=C(c1ccccc1)n1nc(-c2ccccc2)nc1NCc1ccco1	2.7	3.2	2.3	-0.45	863	/	-5.6%	-0.4%	i	4.6	-1.1	-0.228	-0.635	0.581	0.9%	/	/
O=C(N/N=C/c1ccc([N+](=O)[O-])s1)c1ccccc1	5.5	1.3	1.1	-1.83	776	i	17.4%	-0.8%	i	19.6	0.516	-0.176	-0.104	0.488	8.8%	-31.4	701
Cc1cccn2cc(CNC(=O)CC3CCCC3)nc12	4.4	1.5	2.8	-1.65	1297	i	19.3%	-1.4%	i	2.4	3.14	-0.0692	3.12	-2.27	0.5%	-0.2	715
CCN(CC)S(=O)(=O)c1ccc(N2CCOCC2)c(NC(=O)c2ccc(NC(C)=O)cc2)c1	/	/	/	1.18	866	i	-5.0%	/	/	/	-0.11	-0.234	0.827	-0.966	0.6%	0.4	627
CCOC(=O)c1cc(-c2c(Cl)cccc2Cl)no1	/	/	/	1.06	1446	i	2.1%	/	/	/	1.5	-0.255	0.538	-0.706	-2.7%	-9.6	653
Cn1cc(CN2CCN(Cc3cccnc3)CC2)c(-c2ccc3c(c2)OCCO3)n1	/	/	/	0.2	1517	i	-1.0%	0.0%	i	-8.0	-0.843	-0.285	-0.133	1.56	2.6%	-2.3	628
COc1ccc(NC(=O)CC2SC(=Nc3ccccc3)NC2=O)c(OC)c1 (centres undefined)	4.6	0.9	10.5	-0.14	1993	i	-2.7%	/	/	/	-0.465	0.0994	0.0975	-0.235	7.2%	8.7	686
COc1cc(Br)c(CCNC(=O)Cc2ccccc2)cc1OC	3.9	1.9	4.9	-0.19	1396	i	2.3%	-2.4%	i	-4.4	0.115	-0.161	0.2	-0.303	3.3%	-42.6	526
Cc1cccc(N2CCN(C(=O)CC(NC(=O)c3ccccc3Cl)c3ccccc3)CC2)c1C (centres undefined)	2.2	1.7	11.0	-0.05	1336	i	2.8%	4.2%	i	12.7	-0.345	-0.228	0.126	-0.0551	9.7%	-0.9	642
O=C(CSc1nnc2sc3ccccc3n12)NCc1ccco1	11.2	8.7	3.7	-0.27	1570	i	-3.8%	1.3%	i	-0.9	-0.457	-0.0632	-0.0868	0.19	5.8%	/	/
CC(=O)c1cc(C#N)c(SCCC(C)C)nc1C	3.5	2.3	6.2	0.36	1331	i	10.3%	-2.3%	i	-2.0	-0.26	-0.21	-0.759	1.39	4.6%	-1.0	744
CCOc1cccc(-c2nnc3sc(COc4ccccc4)nn23)c1	2.7	1.1	4.3	0.17	1135	i	2.0%	-1.4%	i	11.0	-0.159	-0.261	0.219	0.989	9.2%	/	/
CN(C)N1C(N)=C(C#N)C(c2ccsc2)C2=C1CC(C)(C)CC2=O (centres undefined)	0.8	3.2	7.4	-0.14	1399	i	-1.6%	1.0%	i	-3.0	-0.562	-0.323	-0.571	0.805	10.1%	4.2	598
COc1ccc2[nH]c(-c3ccc(C)cc3)cc(=O)c2c1	4.0	3.5	13.3	0.3	1159	i	-19.4%	-2.1%	i	-5.9	0.313	-0.24	0.479	0.333	5.0%	12.2	714
Cc1cc(C)n2nc(C(=O)Nc3ccc(S(=O)(=O)N(C)C)cc3)nc2n1	/	/	/	0.18	1040	i	-0.4%	/	/	/	-0.0801	-0.206	-0.142	0.255	-2.2%	27.2	783
COC(=O)c1ccc(OCc2cc(=O)n3ccsc3n2)cc1	2.3	2.3	2.6	2.91	1158	i	1.3%	-2.2%	i	10.2	-0.38	-0.306	-0.536	0.587	5.4%	-1.7	688
CC(C)Oc1ccc2nnnn2n1	2.6	0.7	6.2	1.22	1375	/	3.4%	-1.6%	i	8.0	-1.04	-0.41	-0.238	0.804	-1.8%	/	/
CN1CCN(C(=O)CN(Cc2ccccc2)S(C)(=O)=O)CC1	1.8	0.7	4.8	0.21	835	i	-6.9%	-0.8%	i	-3.1	0.0897	-0.296	0.226	0.0588	-3.8%	0.2	802
Cc1ccc(O)c(C(=O)c2cnn(-c3ccc(S(=O)(=O)N4CCOCC4)cc3[N+](=O)[O-])c2)c1	4.6	3.4	2.6	0	1464	i	-11.9%	9.0%	i	-6.1	0.712	-0.198	-0.0195	-0.499	6.7%	3.7	649
CC(C)(C)c1ccc(/C=C/C(=O)N2CCCCC2)cc1	5.6	2.7	0.9	-0.25	1612	i	-1.4%	-1.8%	i	22.2	0.35	-0.253	0.372	-1.07	-10.4%	1.3	661
CCN(CCNC(=O)C1CCN(Cc2nc(-c3ccc(Cl)cc3)oc2C)CC1)c1ccccc1	5.3	2.0	2.3	-0.78	655	i	3.0%	-0.6%	+	14.2*	3.97	0.00174	2.73	-1.58	8.5%	/	/
CC(C)CC(NC(N)=O)C(=O)OCC(=O)N(Cc1ccccc1)Cc1ccccc1 (centres undefined)	3.4	2.4	3.8	-0.06	1237	i	-8.8%	-6.7%	i	2.2	3.37	0.0472	2.51	-2.36	1.8%	8.8	695
Cc1cc(C(=O)CSc2nnnn2-c2ccccc2)c(C)n1CC1CCCO1 (centres undefined)	2.3	2.2	4.0	/	/	i	-3.4%	-0.2%	i	-0.7	-0.25	-0.179	0.0916	0.698	-14.3%	/	/
C=CCNc1nc(Nc2ccc([N+](=O)[O-])cc2)nc(OCC)n1	2.4	2.4	4.1	/	/	i	2.9%	-4.6%	i	35.9	-0.163	-0.289	-0.226	0.63	5.1%	-8.8	578
CCOc1ccc2ccccc2c1/C=N/n1cncn1	3.2	1.6	0.0	-0.9	989	i	14.0%	-2.5%	i	-3.1	0.143	-0.248	-0.171	0.0711	6.0%	11.7	760

Source: PubChem
